S1P3 antag: S1P3 receptor antagonists, primary screen, cell-based; CHO S1P3 NFAT-BLA reporter, FRET fluorescence, antagonist mode; inhibition, % at 4.98 µM; 170,000 tested, 0.27% active;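 active means inhibition above the plate cutoff, the mean inhibition of test wells on that plate plus 3 SD, cut at about 28% in these data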;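 further: cells challenged with S1P at its EC80 of 0.8 µM; blue over green emission ratio from cleaved BLA substrate after 4 h stimulation; 0% = S1P-stimulated wells and 100% = unstimulated DMSO-only wells; some compounds past the cut are filed as inactive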
Target sequence (Q99500 whole entry, looked up): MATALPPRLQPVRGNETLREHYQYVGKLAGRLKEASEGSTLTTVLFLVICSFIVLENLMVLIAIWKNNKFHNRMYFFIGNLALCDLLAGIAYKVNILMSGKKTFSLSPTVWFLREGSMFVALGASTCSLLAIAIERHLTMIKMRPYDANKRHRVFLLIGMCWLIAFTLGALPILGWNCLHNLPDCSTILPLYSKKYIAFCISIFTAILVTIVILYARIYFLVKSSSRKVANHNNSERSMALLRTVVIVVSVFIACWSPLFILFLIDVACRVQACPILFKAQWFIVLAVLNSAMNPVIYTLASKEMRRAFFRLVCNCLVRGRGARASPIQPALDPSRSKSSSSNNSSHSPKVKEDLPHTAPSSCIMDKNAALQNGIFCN
Redox H2O2 prof: compounds producing H2O2 with reducing agent – biochemical, NIH compound library profiling, artefact control for MLSCN library redox annotation, primary screen; DTT-dependent redox cycling H2O2, phenol red/HRP absorbance; 100% = 100 µM peroxide control, 0% = buffer; 200,000 tested, 0.03% active; activation, % at 10 µM; AID 878, 2007;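 active means activation of at least 50% relative to the plate's high and low controls in the primary single-dose screen; inactive means activation below 50%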;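 further: compound incubated with DTT at 0.8 mM final as the reducing agent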
G6PDH CS: L. mesenteroides G6PDH inhibitors, counter-screen for G6PDH-coupled screening assays, biochemical, Leuconostoc mesenteroides enzyme | inhibition, % at 5 µM | 200,000 tested, 0.12% active | Purified L. mesenteroides G6PDH, diaphorase/resazurin coupled fluorescence, 45 min | glucose-6-phosphate dehydrogenase [Leuconostoc mesenteroides]
Diaphorase inh: diaphorase inhibitors and chemical oxidizers, primary screen, counter-screen for diaphorase-coupled primary assays, biochemical, uHTS, resorufin fluorescence; inhibition, % at 20 µM; diaphorase resazurin-to-resorufin fluorescence, NADH, 16 min; bacterial (C. kluyveri) enzyme, not human; 190,000 tested, 0.69% active;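 active means primary screen inhibition at 20 µM above a set limit, cut at about 50% in these data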;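 further: plate controls were DMSO with full reaction for no effect and wells lacking NADH for full effect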
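Test system: Clostridium kluyveri diaphorase enzyme / Quantity: diaphorase at 0.14 U/mL in enzyme working solution / Incubation: 16-min room-temperature incubation before reading / Benchmarks: NADH-free wells as positive control, DMSO-only neutral wells / Signal: resorufin fluorescence 544/590 nm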
PMI act satM6P: human PMI activators, high substrate, primary screen, biochemical, fluorescence intensity, near-saturating mannose 6-phosphate. coupled PMI enzyme assay, resazurin fluorescence, 20 min; stronger effect = higher value; 1 = untreated enzyme, 0 = substrate-free blank. activation factor at 20 µM. 190,000 tested, 0.34% active. AID 1216, 2008;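 active means activation factor of 2 or more at 20 µM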
Target sequence (P34949 whole entry, looked up): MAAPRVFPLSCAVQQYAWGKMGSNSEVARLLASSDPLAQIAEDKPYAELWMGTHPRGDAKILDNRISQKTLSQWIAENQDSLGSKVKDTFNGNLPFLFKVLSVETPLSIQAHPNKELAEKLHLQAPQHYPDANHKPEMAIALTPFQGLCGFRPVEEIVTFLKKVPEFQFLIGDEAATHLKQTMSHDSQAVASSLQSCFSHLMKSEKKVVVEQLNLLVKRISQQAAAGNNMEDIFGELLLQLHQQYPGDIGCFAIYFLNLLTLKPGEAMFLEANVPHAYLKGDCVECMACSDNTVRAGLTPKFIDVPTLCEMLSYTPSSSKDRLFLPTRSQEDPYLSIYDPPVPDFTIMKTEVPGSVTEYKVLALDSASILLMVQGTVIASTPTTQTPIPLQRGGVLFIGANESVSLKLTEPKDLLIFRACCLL
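Material: human phosphomannose isomerase with PGI, G6PDH, diaphorase coupling enzymes. Quantity: 15 ng/mL PMI. Medium: HEPES pH 7.4 buffer with MgCl2 and Tween-20. Reagent: Near-saturating mannose-6-phosphate, 1.0 mM. Compound: 20 µM single dose. Times: enzyme reaction with compound 20 min at room temperature. Detection: resorufin fluorescence at Ex 544/Em 590 nm.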
L major viab: Leishmania major promastigote growth inhibition, primary screen; Leishmania major promastigotes, resazurin fluorescence viability; 200,000 tested, 9% active; inhibition, % at 10 µM; AID 1063, 2008;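 further: promastigotes grown with compound for 44 hours at 28 °C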
Hsp70 activator: Hsp70 transcriptional activators, primary screen, cell-based, HeLa, Hsp70 promoter luciferase, luminescence, 10 µM | HeLa Hsp70 promoter luciferase reporter; scaled: vehicle 0, proteasome-inhibitor control 100% | AID 1203, 2008 | 200,000 tested, 0.04% active | activation, % at 10 µM;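 active means activation above the mean across all tested compounds plus 3 SD, cutoff set per campaign, cut at about 5.5% in these data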;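 further: 100% = MG132 at 30 µM as the positive control and 0% = DMSO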
RAM inhibit: inhibitors of the yeast RAM network, primary screen, dse1pr::URA3 reporter, 5-FOA selection. S. cerevisiae dse1pr::URA3 reporter, 5-FOA growth OD615, 2 d; analog-sensitive cbk1-as2 kinase mutant strain. inhibition, % at 50 µM. 190,000 tested, 1.8% active. AID 868, 2007;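 active means inhibition above a set limit, 3 SD over mean compound inhibition, cut at about 8.4% in these data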;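 further: 0% = DMSO-only wells with no growth and 100% = 10 µM 1-NA-PP1 full growth; inhibition rescues growth on 5-FOA so higher OD means more RAM inhibition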
PMI act: activators of human PMI, primary screen, biochemical, fluorescence intensity, near-Km mannose 6-phosphate | AID 1214, 2008 | purified human PMI, coupled resazurin fluorescence, 20 min; stronger effect = higher value; 1 = vehicle control, 0 substrate-free wells | 190,000 tested, 0.005% active | activation factor at 20 µM | Mannose-6-phosphate isomerase (Homo sapiens), P34949;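 active means activation factor of 2 or more at 20 µM, relative to plate controls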
TLR4-MyD88 BLA: inhibitors of TLR4-MyD88 association in cells, primary screen, cell-based, HeLa CL3-4, BLA complementation, FRET ratio. 200,000 tested, 0.18% active. inhibition, % at 8.4 µM. Toll-like receptor 4 (Homo sapiens) + Myeloid differentiation primary response protein …. HeLa CL3-4 TLR4/MyD88 BLA complementation; in the data active means inhibition above about 25%;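 further: 0% = vehicle and 100% = reference inhibitor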
Diaphorase act: compounds boosting diaphorase resazurin reduction – biochemical, uHTS, resorufin fluorescence, counter-screen for diaphorase-coupled primary assays, primary screen; Diaphorase/resazurin coupled assay, 16 min; stronger effect = higher value; 1 = vehicle wells, 0 = NADH-free wells; activation factor at 20 µM; 190,000 tested, 0.005% active; AID 1229, 2008;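 active means diaphorase activity raised at least twofold by the compound at 20 µM; inactive means activation factor below 2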
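Material: purified diaphorase enzyme from Clostridium kluyveri; Also added: 0.114 mM NADH and 0.1 mM resazurin, final amounts; Doses: single compound dose of 20 µM, 1% DMSO final; Times: 16 min enzyme reaction, ambient temperature; Detection: resorufin fluorescence, excitation 544 nm, emission 590 nm; Measure: increased resorufin signal from activators or reducing compounds.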
* marks the source's active call; other numbers are inactive results; x = no result given. Unless noted, no stated cut-off is given here; in the data, active means inhibition above about 50%; inactive means the rest.

Values run as follows: S1P3 antag	Redox H2O2 prof	G6PDH CS	Diaphorase inh	PMI act satM6P	L major viab	Hsp70 activator	RAM inhibit	PMI act	TLR4-MyD88 BLA	Diaphorase act
CCCCNC(=O)c1cc(-c2ccc(OC)c(OC)c2)on1
 : 5	-1.1	1	10	0.9	-3	0.1	0.0	0.9	-1	0.9
O=C(O)CCc1ccc(S(=O)(=O)N2CCOCC2)cc1
 : x	0.1	6	-7	1.1	-5	1.5	0.0	1.1	-14	1.1
CCCCC(=O)NC(Nc1sc2c(c1C(N)=O)CCCC2)(C(=O)OCC)C(F)(F)F (stereo unspecified)
 : 2	0.5	2	8	0.7	-1	-0.3	1.7	1	2	0.9
CC(=O)NC(Cc1cccc(F)c1)C(=O)NC1CCN(C(=O)c2cccc(C)c2)CC1 (stereo unspecified)
 : -11	-0.2	1	4	1	-2	-0.2	2.1	1	-17	1
O=C(COC(=O)C1(c2ccc(F)cc2)CCCC1)Nc1ncc(C(F)(F)F)cc1Cl
 : -4	-0.1	-9	27	0.8	-4	-0.4	6.9	0.8	9	0.7
C#CCOCCOCCOCCNc1nc(N2CCN(C(=O)[C@H](CCCCN)n3cc(C(N)CO)nn3)CC2)nc(N2CCN(C(=O)[C@H](CCC(=O)O)n3cc(C(N)[C@H](C)CC)nn3)CC2)n1 (stereo partly specified)
 : -3	-1.2	15	8	1.2	-4	-0.2	-0.6	0.9	-10	0.9
CCOC(=O)N1CCC(O)(c2cc(C)c(C)cc2C)CC1
 : -4	0.3	1	6	1	1	-0.1	0.2	1	-9	0.9
CCc1nnc(NC(=O)CN2CCC(O)(c3ccccc3OC)CC2)s1
 : 4	1.0	6	25	0.7	-4	0.2	1.6	0.9	-1	0.7
CCOC(=O)c1ccc(CNC(=O)CSc2nc(NC(=O)c3ccccc3)c3c(C)c(C)oc3n2)cc1
 : x	0.1	-8	12	1	6	-0.3	3.8	0.9	0	0.9
COc1ccc(-n2c(Cc3cccs3)nnc2SCC(=O)Nc2ccc3c(c2)OCCO3)cc1
 : -25	0.2	4	22	1	13	0.3	3.7	0.9	-4	0.8
O=C(CN1C(=O)NC2(CCc3ccccc3C2)C1=O)Nc1ccc(F)cc1 (stereo unspecified)
 : 5	0.4	16	8	1	-5	-0.3	3.1	0.9	-9	0.9
O=C(CNc1ccc(F)cc1)N/N=C1\CCCc2ccccc21
 : -1	-0.1	3	13	0.9	1	-0.2	2.9	1	12	0.9
CCOC(=O)C(NC(=O)c1ccccc1)(OCC1(CC)COC1)C(F)(F)F (stereo unspecified)
 : x	1.8	0	7	1.1	-4	-0.3	-0.1	1.1	1	0.9
Cc1noc(C)c1C(=O)Nc1sc(C)c(-c2ccccc2)c1C#N
 : 37	-0.1	-20	14	0.8	1	-0.5	1.6	0.8	-6	0.9
Cc1ccccc1COc1ccc(/C(O)=C2/C(=O)C(=O)N(CCCn3ccnc3)C2c2ccco2)cc1 (stereo unspecified)
 : x	x	4	6	1	x	x	x	1.1	x	0.9
CC(Nc1cc(N2CCCC2)ccc1[N+](=O)[O-])c1ccccc1 (stereo unspecified)
 : x	3.6	14	19	0.8	0	-0.4	4.8	0.9	-3	0.8
C=CCNC(=S)NNc1nc2c(c(=O)[nH]1)C1(CCCCC1)Cc1ccccc1-2
 : -7	-0.1	-2	22	0.8	-2	-0.4	6.5	0.8	-4	0.8
Cn1c(NC(=O)c2ccccc2C(F)(F)F)cc(=O)n(C)c1=O
 : -38	-0.8	7	9	0.9	-3	-0.3	0.6	0.9	-4	0.9
O=C1C(CCCNC(=S)NCc2ccccc2)NC(=S)N1Cc1ccccc1 (stereo unspecified)
 : 3	-0.5	-2	6	1.1	-6	-0.2	1.4	1.1	-11	0.9
N#CC1=C(N)SC(N)=C(C#N)C1c1cccc(Oc2ccccc2)c1
 : -12	3.0	-20	20	0.9	0	-0.3	4.0	0.8	-5	0.8
N#CC1=C(N)C(C#N)(C#N)C(c2cccnc2)C2COCC=C12 (stereo unspecified)
 : -12	1.2	x	x	x	7	-0.4	1.2	x	6	x
O=C(NC1CCCCC1)C(c1ccccc1)N1CCC2(CC1)OCCO2 (stereo unspecified)
 : x	-2.4	2	11	0.8	-8	-0.3	0.2	0.9	10	0.9
Cc1ccccc1C(=O)Nc1ccc2nc3n(c(=O)c2c1)CCC3
 : 15	-1.1	6	14	1.1	5	-0.4	1.8	1	-6	0.9
COc1ccc(-c2nc3cc(NC(=O)c4ccc5c(c4)OCO5)ccc3o2)cc1
 : 32	0.7	11	-3	1.1	-3	0.1	3.6	1	-2	1
O=C(Nc1nccs1)c1ccc(Cl)c(S(=O)(=O)N2CCCCC2)c1
 : x	-0.1	1	18	0.9	4	-0.3	3.8	0.9	0	0.8
CC1=NNC(=O)C1CCC(=O)N/N=C/C(Br)=C/c1ccccc1 (stereo unspecified)
 : -12	0.0	-6	0	1.4	-5	-0.3	-1.3	1.1	-6	1
CC(=O)c1c(C)nc(-c2ccc(Cl)cc2)nc1NC(=O)C(C)C
 : 35	2.9	-26	14	0.9	0	-0.3	2.4	0.9	-2	0.9
COc1ccc(/C=C/C(=O)Nc2cccc(S(=O)(=O)N3CCCC3)c2)cc1OC
 : 8	-2.1	-2	8	1	55*	0.0	8.5*	1	11	0.9
Cc1c(C(=O)Oc2ccc(-c3cnc4ccccc4n3)cc2)cccc1[N+](=O)[O-]
 : x	-0.5	-4	24	1.1	-6	-0.1	4.3	1.1	-10	0.8
CCc1cc(C(=O)OC)c(NC(=O)CC2SC(=NC)N(C)C2=O)s1 (stereo unspecified)
 : -4	-2.0	16	4	1	-6	-0.2	2.9	1	2	1
O=C(CSc1nnc(-c2cccs2)o1)Nc1cccc(S(=O)(=O)N2CCCCC2)c1
 : -9	0.4	-7	13	1	51*	-0.3	2.0	0.9	2	0.9
Cn1c(-c2sc3ccccc3c2Cl)n[nH]c1=S
 : x	-1.9	-8	29	1	-5	-0.1	-0.7	0.8	6	0.7
COc1cccc(OC)c1C(=O)Nc1ccc2c(c1)OCCO2
 : -7	0.6	3	18	1	1	0.0	0.9	1	1	0.8
CC1(c2ccccc2)NC(=O)N(N)C1=O (stereo unspecified)
 : -10	0.2	7	2	1	2	-0.2	-0.5	1	-2	1
c1ccc(C(c2ccccn2)c2ccccn2)cc1
 : -7	-0.3	7	12	1	33	-0.2	1.8	1	5	0.9
COc1ccccc1OCC(=O)Nc1ccc2c(c1)C(=O)N(CC1CCCO1)C2=O (stereo unspecified)
 : 15	0.1	-5	23	0.9	0	-0.1	0.7	0.9	-8	0.8
Cn1nnc2cc(C(=O)N3CCC(c4ccccc4)C3)ccc21 (stereo unspecified)
 : -9	0.7	-1	17	0.9	-4	-0.2	-0.8	0.9	3	0.8
Cc1ccc(S(=O)(=O)N2CCCC2)cc1C(=O)O
 : x	0.3	1	-7	1.2	-7	-0.1	-0.1	1.1	1	1.1
Nc1nnnn1/N=C/c1ccccn1
 : x	-0.5	5	-1	1.1	-1	-0.3	0.7	1.1	3	1
COc1ccc(OCC(=O)NC(=S)Nc2ccccc2F)cc1
 : -14	-0.7	2	11	1	42	-0.3	4.8	1	-6	0.9

At a glance, part of the list above:
Values run as follows: S1P3 antag	Redox H2O2 prof	G6PDH CS	Diaphorase inh	PMI act satM6P	L major viab	Hsp70 activator	RAM inhibit	PMI act	TLR4-MyD88 BLA	Diaphorase act
COc1ccccc1OCC(=O)Nc1ccc2c(c1)C(=O)N(CC1CCCO1)C2=O (stereo unspecified)
 : 15	0.1	-5	23	0.9	0	-0.1	0.7	0.9	-8	0.8
Cn1nnc2cc(C(=O)N3CCC(c4ccccc4)C3)ccc21 (stereo unspecified)
 : -9	0.7	-1	17	0.9	-4	-0.2	-0.8	0.9	3	0.8

Following part.
Values run as follows: S1P3 antag	Redox H2O2 prof	G6PDH CS	Diaphorase inh	PMI act satM6P	L major viab	Hsp70 activator	RAM inhibit	PMI act	TLR4-MyD88 BLA	Diaphorase act
CCC1(C)SC(N)=NN1C(C)=O (stereo unspecified)
 : -2	0.2	7	31	0.9	-5	-0.2	0.8	0.9	-6	0.7
CCN1CCN(C(=S)Nc2ccc([N+](=O)[O-])cc2)CC1
 : x	0.9	-9	13	0.9	25	-0.5	1.6	0.9	-18	0.9
COC(=O)c1sccc1NC(=O)c1ccc(Br)o1
 : 3	1.7	1	-3	1	-3	0.0	3.4	1	10	1
COc1ccc(-c2noc(Cc3cccs3)n2)cc1
 : -26	0.8	5	18	0.9	-4	-0.1	0.9	1	1	0.8
COc1ccc(Nc2nc(NCc3ccco3)nc(N/N=C/c3ccccc3)n2)cc1
 : x	1.7	2	-3	1.7	5	-0.5	0.5	1.3	-2	1
COc1cc(CNCCNC(=O)c2nonc2N)ccc1OCc1ccc(Cl)nc1
 : 6	-1.5	2	-12	1.1	35	-0.3	-0.1	1	6	1.1
CC(C)CC(=O)NC(c1ccccc1Cl)c1c(O)ccc2ccccc12 (stereo unspecified)
 : 3	0.6	9	11	0.9	100*	0.0	0.4	0.9	2	0.9
COC(=O)C1=C(N)Oc2cc(C)n(CCCn3ccnc3)c(=O)c2C1c1ccc(Cl)cc1 (stereo unspecified)
 : -36	1.7	11	2	1	-6	0.1	2.2	1	1	1
O=c1[nH]c(Cc2ccccc2Cl)nc2ccccc12
 : -1	-0.2	1	5	1	-5	0.0	0.2	1.1	-11	0.9
CCN1CCC(C(=O)NC2CCCC2)(N(Cc2cccs2)C(=O)Cn2nnc3ccccc32)CC1
 : -24	x	6	10	1	x	x	x	0.9	x	0.9
O=C(CN1C(=O)C2C3C=CC(C3)C2C1=O)Nc1nc(SCc2ccc(Cl)cc2)n[nH]1 (stereo unspecified)
 : -7	1.6	3	10	1	-3	-0.2	2.0	1	8	0.9
